Screening results deposited in PubChem BioAssay by several laboratories.
Diaph inh CS = diaphorase inhibition or chemical oxidation counter-screen. diaphorase resazurin-to-resorufin fluorescence, NADH, 16 min; bacterial (C. kluyveri) enzyme, not human. AID 1217. actives 0.69% (n = 190,000). inhibition, % at 20 µM;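 active = primary screen inhibition at 20 µM above a set limit, cut at about 50% in these data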;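 note: plate controls were DMSO with full reaction for no effect and wells lacking NADH for full effect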
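System: Bacterial diaphorase enzyme (C. kluyveri) | Incubation: 16-min room-temperature incubation before reading | Benchmarks: No-NADH positive control and DMSO neutral control | Measured by: Resorufin fluorescence 544/590 nm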
PMI act hi M6P = increases human PMI activity with near-saturating mannose 6-phosphate. coupled PMI enzyme assay, resazurin fluorescence, 20 min; stronger effect = higher value; 1 = untreated enzyme, 0 = substrate-free blank. activation factor at 20 µM. actives 0.34% (n = 190,000). AID 1216;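 active = activation factor of 2 or more at 20 µM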
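Test system: human phosphomannose isomerase with PGI, G6PDH, diaphorase coupling enzymes; Amount: PMI at 15 ng/mL final; Reagent: Mannose-6-phosphate 1.0 mM (near-saturating) plus 0.22 mM NADP+; Timing: 20 min, room temperature; Technique: resorufin fluorescence at Ex 544/Em 590 nm; Dosing: 20 µM single dose.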
Diaph act CS = activates diaphorase or chemically reduces, flagging diaphorase assay artifacts; Diaphorase/resazurin coupled assay, resorufin fluorescence, 16 min; stronger effect = higher value; 1 = vehicle wells, 0 = NADH-free wells; activation factor at 20 µM; actives 0.005% (n = 190,000); AID 1229;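 active = diaphorase activity raised at least twofold by the compound at 20 µM; inactive = activation factor below 2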
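Assay system: Purified diaphorase enzyme from Clostridium kluyveri | Amount: Enzyme 0.07 U/mL final | Dosing: Compound 20 µM once, DMSO 1% | Timing: 16 min reaction at room temperature | Detection: Fluorescence, excitation 544 nm and emission 590 nm | Evaluation: Higher resorufin formation from activation or reduction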
TNAP act hiacc = activators of human TNAP at high phosphate acceptor concentration; purified TNAP, CDP-star luminescence, 1 M DEA, 30 min; stronger effect = higher value; 0 = EDTA background, 1 = DMSO-only activity; activation factor at 20 µM; 200,000 tested, under 10 active; AID 1136;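 active = activation factor at least 2 at 20 µM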
Target sequence (P05186 whole entry, looked up): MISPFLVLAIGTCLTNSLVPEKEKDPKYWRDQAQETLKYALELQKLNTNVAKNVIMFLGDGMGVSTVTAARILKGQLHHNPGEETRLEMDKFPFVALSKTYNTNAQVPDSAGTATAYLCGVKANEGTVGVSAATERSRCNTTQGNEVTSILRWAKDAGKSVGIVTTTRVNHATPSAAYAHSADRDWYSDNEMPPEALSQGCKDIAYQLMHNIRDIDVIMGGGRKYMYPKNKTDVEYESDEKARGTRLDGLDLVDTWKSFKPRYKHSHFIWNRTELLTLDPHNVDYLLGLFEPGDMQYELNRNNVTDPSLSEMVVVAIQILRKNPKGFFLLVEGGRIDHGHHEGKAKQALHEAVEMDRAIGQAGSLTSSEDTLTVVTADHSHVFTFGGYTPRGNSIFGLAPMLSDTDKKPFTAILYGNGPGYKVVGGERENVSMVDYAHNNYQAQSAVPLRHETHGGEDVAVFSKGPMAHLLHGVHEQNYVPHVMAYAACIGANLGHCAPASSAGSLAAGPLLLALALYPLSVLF
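Dosing: 20 µM single point. System: human TNAP. Amount: TNAP 1/800 final. Incubation: 30 min, room temperature. Read-out: TNAP activation factor scaled between EDTA and DMSO control wells. Signal: luminescence from CDP-star hydrolysis. Medium: 1 M DEA, pH 9.8, Mg2+, Zn2+. Control set: EDTA negative control, DMSO positive control.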
FLuc act counter = affects firefly luciferase, flagging false hits in luciferase stimulation screens. ATPlite luciferase biochemical, luminescence, 10 min; 0 = ATP-free wells, 1 = DMSO control. 200,000 tested, under 10 active. AID 1027. P08659. activation factor at 10 µM;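 active = luciferase activation factor, scaled between plate controls, of at least 2 with compound at 10 µM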
Target sequence (P08659 whole entry, looked up): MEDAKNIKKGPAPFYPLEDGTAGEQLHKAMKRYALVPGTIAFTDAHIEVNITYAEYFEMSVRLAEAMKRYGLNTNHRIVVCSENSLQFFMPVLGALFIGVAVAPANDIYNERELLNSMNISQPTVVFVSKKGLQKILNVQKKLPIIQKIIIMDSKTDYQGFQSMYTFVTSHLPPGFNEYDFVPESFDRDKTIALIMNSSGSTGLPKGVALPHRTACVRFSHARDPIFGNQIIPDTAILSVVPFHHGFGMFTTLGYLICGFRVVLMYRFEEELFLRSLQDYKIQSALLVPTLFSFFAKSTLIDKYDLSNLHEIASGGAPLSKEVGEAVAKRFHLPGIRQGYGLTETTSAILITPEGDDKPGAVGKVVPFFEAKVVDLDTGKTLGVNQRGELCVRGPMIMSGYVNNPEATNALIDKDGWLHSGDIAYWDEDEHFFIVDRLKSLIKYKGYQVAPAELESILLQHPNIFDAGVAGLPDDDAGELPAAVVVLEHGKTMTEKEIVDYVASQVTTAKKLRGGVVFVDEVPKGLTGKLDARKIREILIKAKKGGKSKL
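Assay system: Luciferase/luciferin detection reagent, cell-free biochemical luciferase assay / Also added: ATP substrate / Schedule: 10 min at ambient temperature / Measured by: luminescence measurement of luciferase light output / Benchmarks: low control with PBS replacing ATP, high control enzyme plus ATP without compound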
G6PDH CS = L. mesenteroides G6PDH inhibition counter-screen. Purified L. mesenteroides G6PDH, diaphorase/resazurin coupled fluorescence, 45 min. inhibition, % at 5 µM. actives 0.12% (n = 200,000); in the data active = inhibition above about 50%
TNAP inh noacc = inhibitors of human TNAP without phosphate acceptor; P05186; purified TNAP, CDP-star luminescence, 30 min; inhibition, % at 20 µM; actives 0.26% (n = 200,000); AID 1012;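 active = tissue-nonspecific alkaline phosphatase inhibition above about 50% at 20 µM in the single-dose screen, limit read from the data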;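 note: 0% = DMSO negative control and 100% = EDTA positive control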
PMI activator = phosphomannose isomerase (human) activation | purified human PMI, coupled resazurin fluorescence, 20 min; stronger effect = higher value; 1 = vehicle control, 0 substrate-free wells | activation factor at 20 µM | actives 0.005% (n = 190,000) | AID 1214;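 active = activation factor of 2 or more at 20 µM, relative to plate controls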
TNAP inh hiacc = inhibitors of human TNAP at high phosphate acceptor concentration; inhibition, % at 20 µM; AID 1135; purified TNAP, CDP-star luminescence, 1 M DEA; P05186; actives 0.03% (n = 200,000);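 active = over 50% inhibition of tissue-nonspecific alkaline phosphatase at 20 µM in the single-dose screen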;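 note: plate controls were DMSO wells for no effect and EDTA-quenched wells as full inhibition for full effect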
HMGR II inh = inhibitors of class II HMG-CoA reductase from Enterococcus faecalis | purified E. faecalis HMGR, NADPH absorbance 340 nm kinetic | inhibition, % at 10 µM | actives 0.41% (n = 190,000) | AID 1066;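 active = inhibition above a set limit, the median over all tested compounds plus 3 SD, cut at about 9.5% in these data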;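 note: enzyme runs in reverse so mevalonate oxidation gives rising NADPH absorbance; 0% = complete reaction with DMSO and 100% = background rate lacking mevalonate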
Starred values were filed as active, the others as inactive; / = no result given. Hits appear at their usual frequency; about 1.7% have a hit in one of these screens.

SMILES	Diaph inh CS	PMI act hi M6P	Diaph act CS	TNAP act hiacc	FLuc act counter	G6PDH CS	TNAP inh noacc	PMI activator	TNAP inh hiacc	HMGR II inh
N#C/C(=C\c1ccco1)C(=O)Nc1ccc(S(N)(=O)=O)cc1	7.0	1	0.9	0.9	1	1.1	-9.0	1	8.5	-5.8
O=C(C(=O)N1CCN(c2ccccc2F)CC1)c1c[nH]c2ccccc12	11.1	1.1	0.9	1	1	-0.1	-1.1	1	0.7	-8.1
CCN1CCN(CCCNC(=O)c2ccc3c(c2)NC(=O)c2ccccc2S3)CC1	-15.6	1	1.2	1	1	-7.4	-14.1	0.9	-4.2	-3.0
Cc1cccc(-n2ncc3c(NCc4ccc5c(c4)OCO5)ncnc32)c1	14.1	0.9	0.9	1	1	4.0	-5.3	0.8	-0.6	-8.9
O=C(NC1CC2CCCC(C1)N2C(=O)NC1CCCCC1)c1ccc(F)cc1 (stereo unspecified)	2.9	1	1	1	1	2.5	-3.6	1	-2.3	-2.8
Cc1cc(C)nc(SCc2nnc(SCC(=O)NCc3ccco3)n2-c2ccccc2)n1	22.9	1	0.8	1	1.1	15.7	-10.7	1	-4.5	0.2
COc1ccc2[nH]c(=O)c(CN(C)C(=O)c3ccncc3)cc2c1	12.1	0.9	0.9	1.1	1.1	1.9	-10.8	0.9	-5.8	-0.7
CN1CCN(c2ncnc3sc(-c4ccccc4)cc23)CC1	8.6	0.9	0.9	1	1	20.9	-7.9	0.8	-3.6	-0.4
COc1ccccc1Oc1ccc2c(c1)C(=O)N(c1ccc(O)cc1)C2=O	-2.4	1.1	1	1	1.1	0.6	-9.4	1	2.0	1.6
O=C(CSc1nnnn1-c1ccc(O)cc1)Nc1ccc(N2CCOCC2)c(Cl)c1	11.7	1	0.9	1	1	-0.4	-9.2	0.9	-4.8	-5.5
NS(=O)(=O)c1ccc(CCNC(=O)c2ccc(Br)s2)cc1	5.9	1.1	0.9	1	1.1	1.4	-8.8	1.3	-1.5	0.2
O=C(Nc1nnc(SCC(=O)N2CCCc3ccccc32)s1)c1ccc2ccccc2c1	23.6	1	0.8	1	0.1	-22.1	13.3	1	2.5	-1.6
CCOC(=O)C1=C(C)NC2=C(C(=O)CC(C)(C)C2)C1c1cccc(C)n1 (stereo unspecified)	7.7	0.9	0.9	1	0.9	12.7	-11.9	1	-3.8	-1.3
CCc1nc(SCC#N)c(C#N)cc1C	-13.1	1	1.1	1	1	9.4	-10.1	1	-4.1	0.6
CC(=O)Nc1ccc(C(=O)CSc2nnnn2C2CCCC2)cc1	12.7	1	0.9	1.1	1.1	6.9	-10.6	1	-6.3	-6.7
Cc1cccc(OC2CCN(Cc3nc(CC4CC4)no3)CC2)c1	9.8	1	0.9	1	1.1	5.9	-4.0	1	-4.4	-6.7
CCCCc1c(O)nc(SCC(=O)c2ccccc2)[nH]c1=O	5.8	0.9	0.9	1	1	11.9	-10.6	0.9	-4.2	-14.7
COc1cccc(Nc2ncccc2C(=O)O)c1	4.4	0.9	1	1	0.9	6.2	-2.5	0.9	-0.1	-3.5
Cc1ccc(/C=C/C(=O)N2CCN(c3ncccn3)CC2)o1	16.0	1.2	0.8	1	1	-2.7	-6.7	1.2	-2.4	-1.7
COc1ccc(COCC(O)CN2CCC(CN3C(=O)c4cccc5cccc(c45)C3=O)CC2)cc1OC (stereo unspecified)	-1.4	1.2	1	1	1.1	-5.2	1.0	1.2	-3.2	0.8
Cc1c(CN2CCCCC2)c(O)n(CCCO)c(=O)c1C#N	32.3	0.5	0.7	1.1	1.1	17.8	-17.5	0.8	-5.6	-4.8
CCCCNC(=O)Nc1c(C(=O)OCC)[nH]c2ccccc12	-14.5	1.2	1.1	1.1	1	8.7	0.2	1.1	-8.8	-4.9
CC1Oc2ccccc2N(CC(=O)NCc2cccs2)C1=O (stereo unspecified)	5.4	0.9	0.9	1	1	5.0	-8.0	1	-1.3	-6.5
COc1ccc(C2(C(=O)NC3CCCCC3)CCOCC2)cc1OC	1.8	1.1	1	1.1	1.1	0.1	-11.6	1	-6.7	0.1
CC(=Nc1ccccc1C)C1=C(O)CSC1=O	13.0	1.1	0.9	1.1	1	0.9	-11.0	1	-5.4	0.5
COC(=O)c1sc2cc([N+](=O)[O-])cc(SCC(C)C)c2c1N	28.8	1.1	0.7	0.9	1	-7.0	-0.6	1.1	9.6	0.8
COc1ccc(OCc2nnc(NC(=O)Nc3ccc(F)cc3)s2)cc1	-13.8	1	1.1	1.1	1	13.7	-1.3	1.1	-8.2	-5.7
C=CCn1c(SCC(=O)Nc2sccc2C(N)=O)nc2sc(CC)cc2c1=O	0.0	0.8	1	1	1.1	-0.7	-1.8	0.8	-2.7	1.6
CCn1c(C)nc2cc(S(=O)(=O)N3CCCC3)ccc21	17.9	0.9	0.8	1	1	4.2	-6.0	0.9	0.5	-2.8
O=C(COc1cccc2c1CCN(Cc1ccc(Br)cc1)C2=O)NCc1ccco1	15.1	0.9	0.8	1	1	-22.5	-7.0	0.9	4.9	-6.8

Filtered by structure: the compounds so far containing fluorine
SMILES	Diaph inh CS	PMI act hi M6P	Diaph act CS	TNAP act hiacc	FLuc act counter	G6PDH CS	TNAP inh noacc	PMI activator	TNAP inh hiacc	HMGR II inh
O=C(C(=O)N1CCN(c2ccccc2F)CC1)c1c[nH]c2ccccc12	11.1	1.1	0.9	1	1	-0.1	-1.1	1	0.7	-8.1
O=C(NC1CC2CCCC(C1)N2C(=O)NC1CCCCC1)c1ccc(F)cc1 (stereo unspecified)	2.9	1	1	1	1	2.5	-3.6	1	-2.3	-2.8
COc1ccc(OCc2nnc(NC(=O)Nc3ccc(F)cc3)s2)cc1	-13.8	1	1.1	1.1	1	13.7	-1.3	1.1	-8.2	-5.7

Next records
SMILES	Diaph inh CS	PMI act hi M6P	Diaph act CS	TNAP act hiacc	FLuc act counter	G6PDH CS	TNAP inh noacc	PMI activator	TNAP inh hiacc	HMGR II inh
Cc1cccc(NC(=O)c2n[nH]c([N+](=O)[O-])c2Br)c1C	5.8	1.1	0.9	1.1	0.6	1.2	-12.7	1.1	-5.7	-2.0
Cc1ccccc1C(=O)NNC(=O)CSc1nc(-c2ccccc2)cc(=O)[nH]1	8.6	1.1	0.9	1	0.5	-2.7	74.9*	1.1	-4.1	1.5
CN(NC(=O)/C=C/C(=O)O)c1ncc(C(F)(F)F)cc1Cl	6.1	1.1	0.9	0.9	1	12.2	-0.2	1.2	5.0	-1.9
CC(NC(=O)c1ccco1)C(c1cccs1)N1CCOCC1 (stereo unspecified)	27.1	0.9	0.7	1	1	-1.4	-4.6	1	-4.4	-7.8
COCCNC(=O)c1ccccc1NC(=O)COc1ccccc1	-0.3	1	1	1	1	-4.6	-9.8	1.1	1.5	-7.3
CCc1ccc(-c2cc(C(F)(F)F)n3nc(C(=O)Nc4c(C)nn(Cc5ccccc5C)c4C)cc3n2)s1	5.5	1	0.9	1	1.1	2.4	-2.3	1	0.7	1.7
COc1ccc(-c2nc3ccccn3c2C=O)cc1	11.6	0.9	0.9	1	0.4	17.7	-2.0	0.9	-1.0	-7.1
CC(Sc1nc2ccc(Br)cc2[nH]1)C(=O)O (stereo unspecified)	8.4	1.1	0.9	1	1	12.6	4.0	1	-2.9	-3.9
COc1ccccc1NC(=O)CSc1nnc(-c2ccccc2)o1	20.3	1	0.8	1.1	1.1	5.8	-18.1	1	-6.1	-1.4
COc1ccc(N2C(=O)C3C(c4ccc(C(=O)O)cc4)NC(Cc4ccccc4)(C(=O)O)C3C2=O)c([N+](=O)[O-])c1 (stereo unspecified)	5.1	1	0.9	1	1	3.8	-8.1	1.1	0.3	-1.0
CN(Cc1cccs1)CC(O)COCc1ccco1 (stereo unspecified)	-0.8	1	1	1	1	24.8	-12.5	1	-4.9	-5.1
Cc1cc(C)n2[nH]c(=O)c(N=Nc3cccc(C(F)(F)F)c3)c2n1	12.6	0.9	0.9	0.9	1.1	5.7	19.1	0.9	9.0	1.3
CC(=O)Nc1ccc2sccc2c1	14.3	1	0.9	1	1	3.2	-12.5	1	-3.7	-0.7
Cc1nnc(-c2cnn(C)c2N)n1CCCN1CCOCC1	2.5	1	1	1.1	1.1	3.3	-13.5	1.1	-7.6	0.9
Cc1cccc(NC(=O)CSc2nc3nc(C)cc(C)c3c(=O)[nH]2)c1	11.6	1	0.9	1	1.1	12.1	3.9	1	-2.2	2.5
O=C(Nc1ccc(CN2CCCCC2)cc1)Nc1ccccc1Cl	1.9	0.9	1	1	1	2.4	-14.5	0.9	-2.1	-2.8
O=C(Oc1cccc(OC(=O)N2CCCCC2)c1)N1CCCCC1	/	/	/	1	1	-2.4	-7.7	/	-3.0	-2.0
CCOC(=O)c1c(C)n(CC(O)CN(C)C)c2cc(Br)c(OC)cc12 (stereo unspecified)	6.4	1	0.9	1.1	1.1	-3.0	-5.7	1	-5.6	5.0
CC(Oc1ccccc1)c1ccnn1S(C)(=O)=O (stereo unspecified)	12.6	1	0.9	1.1	1.1	-5.0	-18.5	1	-6.8	-6.2
CC(NC(=O)/C(C#N)=C/c1cn[nH]c1-c1ccccc1)c1ccccc1 (stereo unspecified)	21.9	0.8	0.8	1	1	15.9	-4.4	0.8	-3.0	-2.7
O=C(NNC(=O)c1ccccc1-n1cccc1)c1ccc(F)cc1	-0.8	1	1	1	1	13.1	-18.0	1	-3.4	-4.4
CC(=O)N(c1ccc2oc(=O)sc2c1)S(=O)(=O)c1ccccc1	34.2	0.6	0.7	1	1.1	6.2	16.0	0.8	1.9	-2.6
O=C(c1ccccn1)N1CCN(S(=O)(=O)c2ccc3ccccc3c2)CC1	9.6	1	0.9	1	1	3.4	-7.0	1	0.2	-5.3
O=C(NCC(O)c1ccc([N+](=O)[O-])cc1)C1CCCCC1 (stereo unspecified)	13.0	0.9	0.9	1	1	2.7	-7.6	0.9	1.0	-5.1
Cc1ccc(S(=O)(=O)c2cc3cc(Br)ccc3oc2=O)cc1	7.2	1	0.9	1	1.1	28.5	1.9	0.9	0.6	-4.2
CCOc1cc(C2C(C#N)=C(N)OC3=C2C(=O)CC(C)(C)C3)cc([N+](=O)[O-])c1O (stereo unspecified)	13.9	0.9	0.9	0.8	1	1.4	25.7	1	19.9	0.3
CN1C(=O)N2CN(C3CCCCC3)CN3C(=O)N(C)C1C23 (stereo unspecified)	7.7	1	0.9	1	1.1	0.4	-20.1	1	-2.1	-10.0
